S1P3 ag: agonists of human S1P3 receptor | Q99500 | activation, % at 4.5 µM | S1P3 NFAT-BLA reporter cells, agonism, FRET ratio; relative to 1 µM S1P, basal subtracted | 60,000 tested, 0.1% active;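 active = activation above the screen-wide mean plus 3 SD, cut at about 4.5% in these data, passing the limit was not always enough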; note: some compounds called inactive have numbers as strong as hits
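Measure – % activation relative to 1 µM S1P (100%), per plate · System – stable CHO line with human S1P3, Gα16, NFAT-BLA reporter · Timing – cells plated overnight, compound 4 h 37 °C, substrate 2 h RT · Technique – fluorescent BLA substrate, ex 405 nm, em 460/535 nm ratio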
5HT1a antag: 5-HT1a (human) receptor antagonism | P08908 | AID 612 | CHO 5-HT1a Ga15 NFAT-bla reporter, antagonist mode | 62,000 tested, 0.68% active | inhibition, % at 10 µM;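 active = inhibition above the mean of all tested compounds plus 3 SD, cut at about 43% in these data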;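 note: receptor stimulated by 5-CT agonist at 100 nM near EC80; beta-lactamase reporter measured by ratiometric fluorescence of a cleavable substrate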
Target sequence (P08908 whole entry, looked up): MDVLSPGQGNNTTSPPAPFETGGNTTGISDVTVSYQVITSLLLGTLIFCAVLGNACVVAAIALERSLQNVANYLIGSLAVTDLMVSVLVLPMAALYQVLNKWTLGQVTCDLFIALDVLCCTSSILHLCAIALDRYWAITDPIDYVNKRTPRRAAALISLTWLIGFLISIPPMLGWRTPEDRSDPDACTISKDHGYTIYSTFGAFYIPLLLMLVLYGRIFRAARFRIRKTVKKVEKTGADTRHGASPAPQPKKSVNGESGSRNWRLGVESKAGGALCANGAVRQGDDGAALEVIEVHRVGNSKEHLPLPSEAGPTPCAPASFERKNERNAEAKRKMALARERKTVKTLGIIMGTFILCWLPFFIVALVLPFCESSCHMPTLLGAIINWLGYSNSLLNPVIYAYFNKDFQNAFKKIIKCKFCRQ
HTR1A agonist: activates the human 5-HT1a serotonin receptor; CHO 5-HT1a Ga15 NFAT-bla reporter, FRET ratio; 0% basal, 100% maximal reference agonist; activation, % at 10 µM; 65,000 tested, 0.56% active; AID 567;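 active = activation above the screen-wide mean activation plus 3 SD, cut at about 19% in these data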;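 note: 0% = DMSO wells and 100% = 5-CT at EC100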
HEK293 NFkB inh: lowers PMA/ionomycin-induced NF-kB signal in HEK293 cells | HEK-293 NF-kB luciferase reporter, luminescence | inhibition, % at 3 µM | AID 465 | 62,000 tested, 0.21% active;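 active = inhibition above the mean of all tested compounds plus 3 SD, cut at about 40% in these data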;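 note: 0% = stimulated DMSO wells and 100% = 10 µM reference inhibitor 5653914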
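System – HEK-293 cells with stable firefly luciferase reporter driven by four HIV NF-kB elements · Doses – one dose, 3 µM · Schedule – 1 h compound pre-incubation, 16 h PMA/ionomycin at 37 °C · Technique – luminescence from luciferase substrate reagent · Measure – percent inhibition normalized per plate to DMSO and reference-inhibitor controls · Replicates – tested once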
D1 mod: D1 dopamine receptor (human) allosteric modulation; P21728; HEK293 D1, CRE-luciferase, dopamine EC30 potentiation; actives deviate in either direction; B-score at 10 µM; 58,000 tested, 5.9% active; AID 641;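 active = luminescence count or its row- and column-corrected plate score outside the 99.7% band of the plate's sample wells, on either side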
Target sequence (P21728 whole entry, looked up): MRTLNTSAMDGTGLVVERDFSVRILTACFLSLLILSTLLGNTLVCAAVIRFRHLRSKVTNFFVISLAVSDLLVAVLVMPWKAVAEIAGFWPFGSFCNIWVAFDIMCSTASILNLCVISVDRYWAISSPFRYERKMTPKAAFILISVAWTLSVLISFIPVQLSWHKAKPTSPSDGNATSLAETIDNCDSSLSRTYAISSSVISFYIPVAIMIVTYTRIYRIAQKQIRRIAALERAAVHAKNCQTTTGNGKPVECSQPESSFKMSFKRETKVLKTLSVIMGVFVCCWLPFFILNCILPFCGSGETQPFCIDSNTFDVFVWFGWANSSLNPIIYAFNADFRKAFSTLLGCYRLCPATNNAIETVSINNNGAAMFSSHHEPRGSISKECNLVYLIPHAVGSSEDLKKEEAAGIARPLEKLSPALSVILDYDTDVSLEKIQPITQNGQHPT
5HT1E antag: blocks the human 5-HT1E serotonin receptor | CHO 5-HT1E Ga15 NFAT-bla reporter, FRET, antagonist | 65,000 tested, 0.99% active | P28566 | inhibition, % at 6 µM;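 active = inhibition above a set limit, the mean inhibition across every tested compound plus 3 SD, cut at about 29% in these data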;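 note: signal is the 460 over 535 nm emission ratio of beta-lactamase substrate; 0% = agonist plus DMSO wells and 100% = wells without agonist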
S1P1 ag pot: S1P1 (human) agonism or agonism potentiation; S1P1 CRE-bla cells, forskolin, beta-lactamase FRET, potentiator mode; S1P1 agonist co-added at EC20, 2 nM; 100% = saturating reference agonist, 0% = basal; activation, % at 9.5 µM; 56,000 tested, 0.57% active; AID 449;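 active = activation above a cutoff set at the mean activation of all tested compounds plus 3 SD, cut at about 54% in these data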;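 note: forskolin at 4 µM as EC80 and the EC20 agonist is SEW2871; 100% = SEW2871 at its EC100 plus forskolin at EC80; some compounds past the cut are filed as inactive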
Jurkat tox 60K: cytotoxicity toward Jurkat cells; Jurkat E6.1 viability, ATP luminescence, 48 h; inhibition, % at 4 µM; 56,000 tested, 1.2% active;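 active = inhibition above the mean inhibition of all tested compounds plus 3 SD, cut at about 28% in these data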
5HT1E ag: 5-HT1E (human) receptor agonism | activation, % at 6 µM | CHO 5-HT1E Ga15 NFAT-bla reporter, FRET; 0% DMSO wells, 100% control agonist wells | P28566 | 65,000 tested, 0.69% active;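 active = activation above a set limit, the screen-wide mean activation plus 3 SD, cut at about 8.5% in these data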;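 note: 100% = positive control agonist at 1 µM giving full maximal response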
* = called active by the depositor; · = no result given. Rows are unselected; 8.3% or so of the library scored in one or more.

SMILES	S1P3 ag	5HT1a antag	HTR1A agonist	HEK293 NFkB inh	D1 mod	5HT1E antag	S1P1 ag pot	Jurkat tox 60K	5HT1E ag
CCn1c(SCc2ccc(C#N)cc2)nnc1-c1ccc(S(=O)(=O)N2CCCCC2)cc1	-1.1	-4	1.2	2	-0.56	2	27	19	1.4
O=C(CCCC(=O)N(CC(=O)NC1CCCC1)Cc1ccccc1Cl)Nc1ccccn1	-0.8	9	0.5	1	-0.35	-10	-4	-3	-0.4
OC(CNCc1ccco1)Cn1c2ccccc2c2ccccc21 (stereo not drawn)	-0.7	15	-2.5	-3	-0.28	-2	-9	0	-0.7
C=CCNc1oc(-c2ccc(OC)cc2)nc1C#N	0.9	-15	-0.6	-17	1.7	-1	-5	0	-0.2
CC(=O)c1c(C)[nH]c(C(=O)OCC(=O)NCCc2ccc(F)cc2)c1C	3.9	-3	0.3	17	-1.6	1	18	11	0.1
CC(C)(C)c1[nH]nc2c1C(c1ccncc1)C(C#N)=C(N)O2 (stereo not drawn)	0.2	-9	-1.0	16	0.88	-15	1	-7	0.8
Cc1ccc(-c2nc3ncccn3c2Nc2ccc3c(c2)OCCO3)o1	·	-8	-0.4	-3	-0.31	-9	·	·	0.8
Cc1ccccc1OCC(=O)Nc1ccc(N2CCN(S(C)(=O)=O)CC2)cc1	-0.6	-1	-2.3	2	0.48	-12	14	1	0.8
Cn1ncc2c1ncn1nc(COc3ccc4ccccc4c3)nc21	-0.8	11	-1.0	7	-0.25	-2	10	-4	-0.2
Cn1c(-c2ccc(N)cc2)nc2ccccc21	-0.3	0	-1.7	-17	-1.4	1	-10	-7	0.3
CC(=O)Cc1ccccc1OCC(=O)O	-1.4	6	-0.6	21	0.62	9	-12	8	0.1
N#CCCn1c(SCC(=O)NCCc2ccc(F)cc2)nc2ccccc21	·	-3	-1.0	2	·	-6	·	·	-0.5
CCOC(=O)N1CCC(NC(=O)C(NC(=O)C2CCCCC2)C(C)C)CC1 (stereo not drawn)	·	5	-1.3	20	·	-4	·	·	0.3
Cc1cccc(-c2nsc(SCC(=O)Nc3cc(C)on3)n2)c1	0.0	-4	-2.8	4	0.49	-1	-17	3	-0.9
CCCCOc1ccccc1C1CC(=O)NC2=C1C(=O)CCC2 (stereo not drawn)	-2.3	16	-2.3	18	0.71	29*	-24	74*	2.2
CCOC(=O)Cn1ncc(-c2ccccc2)c1N	·	-3	2.0	7	0.43	-3	·	·	-0.1
CCCOc1nc(N)c(C#N)c(-c2ccccc2F)c1C#N	-1.0	-2	-0.7	-3	0.18	13	-22	-5	0.0
O=C(CSc1ncnc2nc[nH]c12)N1CCOCC1	-1.1	-12	0.7	4	0.14	-7	·	-7	0.5
Cn1cccc1Cc1nnc(SCC(=O)NC2CCCC2)n1CCc1ccccc1	-0.4	-7	-0.7	4	-0.34	-4	-31	-3	0.8
O=C(CCS(=O)(=O)c1ccccc1)Nc1nc(-c2ccccn2)cs1	0.8	-1	-1.3	4	-0.66	-5	2	-8	0.1

Single records (already shown):
Listed for Cc1cccc(-c2nsc(SCC(=O)Nc3cc(C)on3)n2)c1 = S1P3 ag = 0.0; 5HT1a antag = -4; HTR1A agonist = -2.8; HEK293 NFkB inh = 4; D1 mod = 0.49; 5HT1E antag = -1; S1P1 ag pot = -17; Jurkat tox 60K = 3; 5HT1E ag = -0.9
Listed for Cc1ccc(-c2nc3ncccn3c2Nc2ccc3c(c2)OCCO3)o1 = S1P3 ag = ·; 5HT1a antag = -8; HTR1A agonist = -0.4; HEK293 NFkB inh = -3; D1 mod = -0.31; 5HT1E antag = -9; S1P1 ag pot = ·; Jurkat tox 60K = ·; 5HT1E ag = 0.8

Additional records follow.
SMILES	S1P3 ag	5HT1a antag	HTR1A agonist	HEK293 NFkB inh	D1 mod	5HT1E antag	S1P1 ag pot	Jurkat tox 60K	5HT1E ag
Cc1cc(C(=O)CN2C(=O)c3ccccc3C2=O)c(C)n1C1CC1	-0.2	-10	-0.3	-3	0.69	-12	-26	-7	0.3
CC(C)n1c(SCC(=O)c2ccc3c(c2)OCCO3)nc2c1c(=O)n(C)c(=O)n2C	1.1	7	-0.5	-6	3.5	-3	-10	-15	-0.2
COc1cc(NC(=O)CSc2nnc(C)s2)cc(OC)c1	-0.6	-6	-1.5	10	0.61	2	5	-3	-0.2
CCCCCC1CC(=O)N(Cc2ccccc2)C(=O)N1 (stereo not drawn)	-0.1	-5	-2.9	8	-0.58	-2	-1	-1	-0.9
CCOC(=O)N1CCN(S(=O)(=O)c2ccc(C)cc2)C1c1ccccc1 (stereo not drawn)	·	34	-0.3	1	-2.7	3	·	·	-0.3
CCOC(=O)N1CCN(Cc2nc(-c3ccccc3)no2)CC1	-0.5	4	-5.3	13	1.2	2	-18	-6	-0.6
Cn1c(-c2ccco2)nc2cc3ccccc3cc21	-0.4	19	-1.0	-15	-4.8*	2	0	12	2.5
CCn1c(N)c(C(=O)NCCCOC)sc1=S	0.5	6	-6.9	4	-0.046	8	-8	-7	-0.4
COc1ccc(CNC(=O)CS(=O)Cc2nc(-c3ccc(C)cc3)oc2C)cc1 (stereo not drawn)	-0.5	-1	1.8	-8	-0.29	2	-16	-7	0.6
O=C(Oc1ccccc1)c1ccc2nccnc2c1	2.1	-4	1.6	1	0.3	-7	6	2	-1.6
COCCNC(=O)C(c1ccc(C)o1)N(Cc1cccs1)C(=O)c1snc(C(N)=O)c1N (stereo not drawn)	-0.8	0	1.6	10	-0.74	-4	-7	6	-0.4
COc1ccc(CNC(=O)Cn2nc(C(F)(F)F)c3c2CCC3)cc1	-1.4	7	-2.2	10	0.33	-15	-6	2	0.1
Cc1csc2nc(CNC(=O)c3ccco3)cn12	-0.4	-3	-3.3	-2	-0.39	7	-42	-4	11*
Cc1onc(-c2ccccc2Cl)c1C(=O)N1CCN(C(=O)c2ccco2)CC1	-0.8	-5	-2.2	12	0.058	8	-13	1	0.1
Cn1cnnc1SCC(=O)OCN1C(=O)c2ccccc2C1=O	0.1	10	-1.4	14	-0.58	-3	-4	6	-0.4
N=C1C(c2nc3ccccc3c(=O)[nH]2)=C(O)CN1CCc1ccccc1	-0.4	16	-1.4	4	0.76	-1	-1	2	1.3
COc1ccc(S(=O)(=O)NCc2ccc(C(=O)N3CCN(c4ccccn4)CC3)cc2)cc1	0.8	-13	3.3	24	·	-4	8	2	0.2
CC(C)NC(=O)NC1C2CC3CC(C2)CC1C3 (stereo not drawn)	-0.8	-9	-0.7	6	0.022	2	-3	5	-0.2
CCN(CC)S(=O)(=O)c1ccc(NC(=O)COc2c(OC)cccc2OC)cc1	-0.4	-16	-1.1	20	2.1	13	-32	1	-0.1
CCOc1cc(S(=O)(=O)N2CCN(c3ccc(F)cc3)CC2)c(OCC)cc1-n1cnnn1	-0.6	-7	2.6	2	-0.17	-3	-13	6	-0.2
O=C(Nc1ccc(N2CCN(C(=O)c3ccco3)CC2)c(Cl)c1)c1cc2ccccc2o1	-1.7	27	4.3	9	-1.1	38*	·	12	2.6
Cc1ccc(C)c(NC(=O)C2CCCN2C(=O)OC(C)(C)C)c1 (stereo not drawn)	-1.2	6	-1.9	-2	0.5	-7	-9	-1	-1.6
O=C(Nc1ccncc1)C1(c2ccccc2)CCCC1	-0.4	1	-3.1	9	0.1	-8	-11	4	0.2
CCOc1cccc(C(=O)Nc2cccc(-c3nc4ncccc4o3)c2C)c1	-1.3	13	0.7	8	-0.84	-3	·	2	2.8
COc1ccc(-n2c(=O)c3c4c(sc3n(CC(=O)NCc3ccco3)c2=O)CCC4)c(OC)c1	·	-6	-0.8	16	0.012	-4	·	·	-0.1
Cc1nc2cc(NC(=O)N3CC4(C)CC3CC(C)(C)C4)ccc2n1C (stereo not drawn)	0.0	0	-4.0	5	0.04	-4	-24	-1	-0.2
NC(=O)c1ccc(-n2nnnc2SCC(=O)Nc2ccc(N3CCOCC3)c(Cl)c2)cc1	-0.1	3	0.5	2	-0.14	3	4	-10	0.0
CN(c1cc(=O)n2ccccc2n1)C1CCCCC1	0.1	-2	30*	17	3.5	16	3	0	-0.8
Cc1c(Cl)cccc1NC(=O)CCCCCN1C(=O)CCC1=O	0.3	-2	-2.0	10	-0.42	-4	-10	2	0.1
CCc1cccc(NC(=O)c2snc3c(=O)[nH]cnc23)c1	-1.4	-8	-1.5	8	0.17	7	-1	12	-1.1
Cc1cccc(C#N)c1NC1=CC(=O)CC(C)(C)C1	-1.2	8	-2.2	8	-0.82	3	-21	15	-0.2
O=S(=O)(NC1CCCC1)c1ccccc1Cl	-0.9	3	-6.8	-6	-0.23	-1	-7	-5	-0.5

Nothing new here: entries from further up.
SMILES	S1P3 ag	5HT1a antag	HTR1A agonist	HEK293 NFkB inh	D1 mod	5HT1E antag	S1P1 ag pot	Jurkat tox 60K	5HT1E ag
CCOc1cc(S(=O)(=O)N2CCN(c3ccc(F)cc3)CC2)c(OCC)cc1-n1cnnn1	-0.6	-7	2.6	2	-0.17	-3	-13	6	-0.2
O=C(Nc1ccc(N2CCN(C(=O)c3ccco3)CC2)c(Cl)c1)c1cc2ccccc2o1	-1.7	27	4.3	9	-1.1	38*	·	12	2.6
Cc1ccc(C)c(NC(=O)C2CCCN2C(=O)OC(C)(C)C)c1 (stereo not drawn)	-1.2	6	-1.9	-2	0.5	-7	-9	-1	-1.6
O=C(Nc1ccncc1)C1(c2ccccc2)CCCC1	-0.4	1	-3.1	9	0.1	-8	-11	4	0.2
CCOc1cccc(C(=O)Nc2cccc(-c3nc4ncccc4o3)c2C)c1	-1.3	13	0.7	8	-0.84	-3	·	2	2.8
COc1ccc(-n2c(=O)c3c4c(sc3n(CC(=O)NCc3ccco3)c2=O)CCC4)c(OC)c1	·	-6	-0.8	16	0.012	-4	·	·	-0.1
Cc1nc2cc(NC(=O)N3CC4(C)CC3CC(C)(C)C4)ccc2n1C (stereo not drawn)	0.0	0	-4.0	5	0.04	-4	-24	-1	-0.2
NC(=O)c1ccc(-n2nnnc2SCC(=O)Nc2ccc(N3CCOCC3)c(Cl)c2)cc1	-0.1	3	0.5	2	-0.14	3	4	-10	0.0
CN(c1cc(=O)n2ccccc2n1)C1CCCCC1	0.1	-2	30*	17	3.5	16	3	0	-0.8
Cc1c(Cl)cccc1NC(=O)CCCCCN1C(=O)CCC1=O	0.3	-2	-2.0	10	-0.42	-4	-10	2	0.1
CCc1cccc(NC(=O)c2snc3c(=O)[nH]cnc23)c1	-1.4	-8	-1.5	8	0.17	7	-1	12	-1.1
Cc1cccc(C#N)c1NC1=CC(=O)CC(C)(C)C1	-1.2	8	-2.2	8	-0.82	3	-21	15	-0.2

Compound activity as filed in PubChem BioAssay.
